From PubChem
NPYLR7 ag: activates Aedes aegypti NPYLR7 receptor | actives 0.15% (n = 270,000) | activation, % at 10 µM | HEK293T NPYLR7/Galpha15, GCaMP6s calcium fluorescence | AID 1259423; in the data active = activation above about 40%;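 note: 0% = vehicle and 100% = reference agonist at the receptor; some compounds past the cut are filed as inactive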
hcGAS inh: blocks human cGAS activity; recombinant h-cGAS, ATP depletion, Kinase-Glo luminescence; AID 1259398; actives 0.081% (n = 290,000); inhibition, % at 12.5 µM;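 note: 0% = vehicle reaction and 100% = reaction without DNA for no activity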
Target sequence (Q8N884 whole entry, looked up): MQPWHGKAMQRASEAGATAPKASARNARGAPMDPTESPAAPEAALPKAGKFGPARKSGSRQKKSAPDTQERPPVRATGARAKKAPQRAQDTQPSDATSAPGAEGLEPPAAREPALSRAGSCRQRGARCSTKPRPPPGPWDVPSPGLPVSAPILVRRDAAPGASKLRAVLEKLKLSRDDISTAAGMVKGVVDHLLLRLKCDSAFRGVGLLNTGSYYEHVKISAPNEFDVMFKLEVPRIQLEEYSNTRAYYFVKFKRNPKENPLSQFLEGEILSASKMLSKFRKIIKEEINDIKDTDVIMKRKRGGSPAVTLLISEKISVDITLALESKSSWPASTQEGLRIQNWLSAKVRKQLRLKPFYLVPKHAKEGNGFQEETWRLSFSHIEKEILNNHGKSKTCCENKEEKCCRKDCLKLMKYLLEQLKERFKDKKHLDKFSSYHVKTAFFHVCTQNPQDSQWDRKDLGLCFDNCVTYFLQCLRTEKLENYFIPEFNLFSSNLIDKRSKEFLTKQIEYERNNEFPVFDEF
mcGAS inh: blocks mouse cGAS activity; Q8C6L5; recombinant cGAS, Kinase-Glo ATP depletion luminescence; actives 0.15% (n = 160,000); inhibition, % at 12.5 µM;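 note: 0% = negative control wells and 100% = reference inhibitor with no enzyme activity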
The depositor's hits bear a star. Cut-off read from the data, not from the text of the source, unless noted: active = inhibition above about 40%; inactive = the rest.

How did O=C(O)c1ccc(-c2cc(C(=O)O)c3[nH]c(-c4ccccc4)nc3n2)cc1 do in these assays?
NPYLR7 ag: -3; hcGAS inh: -3; mcGAS inh: -7

What do the screens show for `CCOC(=O)CSc1nc2c([nH]c3ccccc32)c(=O)n1-c1ccc(OCC)cc1`?
NPYLR7 ag: 2; hcGAS inh: -8; mcGAS inh: -7

What do the screens show for `CCc1n[nH]c2c1CN(C(=O)c1csc(Cc3ccccc3)n1)CC2`?
hcGAS inh: -6; mcGAS inh: -12

Results for COC(=O)c1ccccc1NC(=O)/C(C#N)=C\c1cn[nH]c1-c1ccccc1 ?
NPYLR7 ag: 11; hcGAS inh: -7; mcGAS inh: -9

How did CC(NC1CCSCC1)c1ccc2c(c1)CCCC2 (stereo not given) do in these assays?
NPYLR7 ag: 6; hcGAS inh: -4; mcGAS inh: -16

How did Cc1ccc(-n2[nH]c(C(C)C)c(-c3ccc(NC(=O)c4cccc(C)c4)cc3)c2=O)cc1 do in these assays?
NPYLR7 ag: 14; hcGAS inh: -6; mcGAS inh: -6

Results for CS(=O)(=O)C(C#N)=Cc1ccc(Cl)cc1 ?
NPYLR7 ag: 4; hcGAS inh: -9

Results for N#CCSc1nc(Nc2ccc3c(c2)OCO3)c2ccccc2n1 ?
NPYLR7 ag: 18; hcGAS inh: -13

What do the screens show for `Cc1nccn1CC1CCCN(C(=O)Nc2nnc(Cc3ccccc3)s2)C1` (stereo not given)?
NPYLR7 ag: 1; hcGAS inh: -11

Results for O=C(Cn1cnc2c(nnn2Cc2ccccc2F)c1=O)N1CCCC1 ?
NPYLR7 ag: 8; hcGAS inh: -1

What do the screens show for `Cc1cc(I)ccc1N=Cc1nc(-c2ccc(Br)cc2)oc1O`?
NPYLR7 ag: -1; hcGAS inh: -4

How did Cc1cc(C)cc(CCC(=O)NCc2ccc(S(N)(=O)=O)cc2)c1 do in these assays?
NPYLR7 ag: 14; hcGAS inh: -2

Results for C=CCSc1nc2c(c(=O)[nH]1)C(c1ccccc1)C(C(=O)C(C)C)=C(C)N2 (stereo not given) ?
NPYLR7 ag: 1; hcGAS inh: 0

How did COc1ccc(-c2nnc(CNC(C)c3ccccc3Br)o2)cc1 (stereo not given) do in these assays?
NPYLR7 ag: 9; hcGAS inh: -12

How did Cn1c(SCC(=O)Nc2ccc(F)cc2)nc2ccsc2c1=O do in these assays?
NPYLR7 ag: 18; hcGAS inh: -9

Results for O=C(CC1=CCNCC1)N1CCC(c2n[nH]c(=O)n2-c2ccccc2)CC1 ?
NPYLR7 ag: 7; hcGAS inh: -2

What do the screens show for `c1ccc(CCc2noc(CN3CCC(c4ccncc4)CC3)n2)cc1`?
NPYLR7 ag: 3; hcGAS inh: -4

What do the screens show for `CC(C)CN1CCC1(C)C(=O)Nc1cc(-c2ccccc2)nn1C` (stereo not given)?
NPYLR7 ag: -7; hcGAS inh: -9; mcGAS inh: -1

How did COc1ncc(-c2nccn2CCNc2ccncc2C)cn1 do in these assays?
hcGAS inh: -1; mcGAS inh: -9

How did CCc1ocnc1C(=O)NC1CC(=O)N(Cc2cccc3ccccc23)C1 (stereo not given) do in these assays?
NPYLR7 ag: 6; hcGAS inh: -7

Retrieved one by one from the list above (seven):
What do the screens show for `CC(C)CN1CCC1(C)C(=O)Nc1cc(-c2ccccc2)nn1C` (stereo not given)?
NPYLR7 ag: -7; hcGAS inh: -9; mcGAS inh: -1

Results for O=C(CC1=CCNCC1)N1CCC(c2n[nH]c(=O)n2-c2ccccc2)CC1 ?
NPYLR7 ag: 7; hcGAS inh: -2

How did COc1ccc(-c2nnc(CNC(C)c3ccccc3Br)o2)cc1 (stereo not given) do in these assays?
NPYLR7 ag: 9; hcGAS inh: -12

How did Cn1c(SCC(=O)Nc2ccc(F)cc2)nc2ccsc2c1=O do in these assays?
NPYLR7 ag: 18; hcGAS inh: -9

What do the screens show for `c1ccc(CCc2noc(CN3CCC(c4ccncc4)CC3)n2)cc1`?
NPYLR7 ag: 3; hcGAS inh: -4

How did CCc1ocnc1C(=O)NC1CC(=O)N(Cc2cccc3ccccc23)C1 (stereo not given) do in these assays?
NPYLR7 ag: 6; hcGAS inh: -7

How did COc1ncc(-c2nccn2CCNc2ccncc2C)cn1 do in these assays?
hcGAS inh: -1; mcGAS inh: -9

Additional compounds:
Results for O=C(Nc1ccccc1)C1COc2ccc(Cl)cc2C1 (stereo not given) ?
NPYLR7 ag: 4; hcGAS inh: -3

What do the screens show for `OCCNCc1cccc(Cl)c1Cl`?
NPYLR7 ag: -4; hcGAS inh: 4

How did COc1ccc(C(CC(=O)N2CCN(c3cccc(C(F)(F)F)c3)CC2)c2c[nH]c3ccccc23)cc1 (stereo not given) do in these assays?
NPYLR7 ag: 18; hcGAS inh: -6; mcGAS inh: -7

Results for Cc1ccc(CC(=O)N(Cc2ccccn2)c2nc3ccc([N+](=O)[O-])cc3s2)c(C)c1 ?
NPYLR7 ag: 2; hcGAS inh: -6; mcGAS inh: -9

How did Cc1nc2ccc(C(=O)NCCC(C)C)cn2c1N(C)C(=O)CCc1ccccc1 do in these assays?
NPYLR7 ag: 14; hcGAS inh: -6; mcGAS inh: -3

Results for Cc1c(F)cccc1N1C(=O)CSC1c1ccccc1N (stereo not given) ?
NPYLR7 ag: -6; hcGAS inh: -5

What do the screens show for `O=C1/C(=C/c2ccccc2)SC(=S)N1CC(=O)N1c2ccccc2Sc2ccc(Cl)cc21`?
NPYLR7 ag: -1; hcGAS inh: -9; mcGAS inh: -5

What do the screens show for `Cc1onc(-c2ccccc2)c1C(=O)NC1CCc2[nH]c3ccccc3c2C1` (stereo not given)?
NPYLR7 ag: -10; hcGAS inh: -3

How did O=C(NC1CCN(c2ccccc2C(=O)NCc2ccc3c(c2)OCO3)CC1)c1ccc(Cl)cc1 do in these assays?
NPYLR7 ag: -2; hcGAS inh: -5; mcGAS inh: -3

What do the screens show for `COc1ccc(S(=O)(=O)N(CC(=O)N[C@@]2(c3ccccc3)CCCC[C@H]2O)c2ccccn2)cc1`?
NPYLR7 ag: 5; hcGAS inh: 0

How did C=CCCC(O)CN(Cc1cccc(OC)c1)CC1CC(c2ccccc2)=NO1 (stereo not given) do in these assays?
NPYLR7 ag: -3; hcGAS inh: -6; mcGAS inh: -5

Results for Cc1ccc(CNC(=O)Cn2ccc(C(F)(F)F)n2)cc1 ?
NPYLR7 ag: 7; hcGAS inh: -11; mcGAS inh: -9

Results for CCOC(=O)C1(Cc2cccc(Cl)c2)CCCN(C(=O)CN2C(=O)CSC2=O)C1 (stereo not given) ?
NPYLR7 ag: 6; hcGAS inh: -1; mcGAS inh: -6

How did CC(=O)N1CCc2c(sc(NC(=O)CSc3ccc(C)cc3)c2-c2nc3ccccc3s2)C1 do in these assays?
NPYLR7 ag: 4; hcGAS inh: -3; mcGAS inh: -6

Results for CC(C)C(=O)N1CCC(NCCN2CCCCC2CO)CC1 (stereo not given) ?
NPYLR7 ag: 13; hcGAS inh: -6

Results for CN(C)c1nc(Cl)c(CN2CCC(OCc3ccccc3)CC2)s1 ?
NPYLR7 ag: -4; hcGAS inh: 6

What do the screens show for `Cc1ccc(-n2ncc3c(-n4nc(C)cc4NC(=O)c4ccc(F)cc4)ncnc32)c(C)c1`?
NPYLR7 ag: 22; hcGAS inh: -3; mcGAS inh: -8

Results for CN(Cc1ccc2nsnc2c1)CC1CCCN(CCc2ccc(F)cc2)C1 (stereo not given) ?
NPYLR7 ag: 6; hcGAS inh: -10

What do the screens show for `O=C1NC(c2ccc(F)cc2)Nc2c1sc(=S)n2-c1ccccc1` (stereo not given)?
NPYLR7 ag: -5; hcGAS inh: -5

Results for COc1ccc2nc(N(CCn3cccn3)C(=O)c3cc(C)no3)sc2c1 ?
NPYLR7 ag: -20; hcGAS inh: -1; mcGAS inh: -10

Results for C=CCc1cc([N+](=O)[O-])ccc1O ?
NPYLR7 ag: 6; hcGAS inh: -7

How did c1cncc(-c2nc3c(c(NCCCn4ccnc4)n2)CCNC3)c1 do in these assays?
NPYLR7 ag: -1; hcGAS inh: -6; mcGAS inh: -14

Results for CCCOn1nnnc1-c1ccccc1 ?
NPYLR7 ag: 14; hcGAS inh: -11

Results for CC(=O)Nc1cccc(NC(=O)c2cc3c(cn2)CN(Cc2ccccn2)C3)c1 ?
NPYLR7 ag: -3; hcGAS inh: 3

Results for Cn1cnc(S(=O)(=O)NCC2(c3ccccc3)CCCCC2)c1Cl ?
NPYLR7 ag: 4; hcGAS inh: -8

What do the screens show for `CC(C)N(Cc1nccn1C)C(=O)C1CC(=O)N(C)c2ccccc21` (stereo not given)?
NPYLR7 ag: 3; hcGAS inh: -6

Results for CN(C(=O)COC(=O)c1c(-n2cccc2)sc2c1CCSC2)C1CC1 ?
NPYLR7 ag: -9; hcGAS inh: -6; mcGAS inh: -9

How did Cc1cc(C(=O)N2CCCC2)n2nc(C(C)(C)C)cc2n1 do in these assays?
NPYLR7 ag: 5; hcGAS inh: -7; mcGAS inh: -4

Results for COCCNC(=O)C(NC(=O)c1ccc2c(c1)OCO2)C1CCN(C(=O)Nc2cccc(Cl)c2)CC1 (stereo not given) ?
NPYLR7 ag: 7; hcGAS inh: -4; mcGAS inh: -4

Results for Cc1ccc(C2Nc3ccccc3N=C3CC(c4ccccc4)CC(=O)C32)s1 (stereo not given) ?
NPYLR7 ag: 13; hcGAS inh: -2; mcGAS inh: -4

Results for O=C(Nc1ccc(-c2onc3c2CCCC3)cc1)c1cc(Cl)sc1Cl ?
NPYLR7 ag: 8; hcGAS inh: -5; mcGAS inh: -6

Results for CCc1c(C)sc2[nH]c(=S)n(-c3cc(C)ccc3C)c(=O)c12 ?
NPYLR7 ag: -6; hcGAS inh: -7; mcGAS inh: -16

Results for O=C(NCCc1ccccn1)c1coc(CN(Cc2ccc3c(c2)OCO3)Cc2cccc(Cl)c2Cl)n1 ?
NPYLR7 ag: 12; hcGAS inh: -6; mcGAS inh: -5

Results for CC1C(=O)N(c2ccccc2Cl)CCN1C(=O)C1CCCC1 (stereo not given) ?
NPYLR7 ag: -10; hcGAS inh: -4; mcGAS inh: -6

How did O=C(c1ccc(Cl)cc1)N1CCCCC(Sc2nnnn2C2CC2)C1=O (stereo not given) do in these assays?
NPYLR7 ag: -5; hcGAS inh: 4

What do the screens show for `Cc1cn2c3c(=O)n(Cc4c(F)cccc4Cl)c(=O)n(C)c3nc2n1CC(=O)O`?
NPYLR7 ag: -1; hcGAS inh: 3; mcGAS inh: -3

What do the screens show for `CC(=O)Nc1ccc(NC(=O)CSc2ccc(C(F)(F)F)cc2[N+](=O)[O-])cc1`?
NPYLR7 ag: -7; hcGAS inh: -5; mcGAS inh: -5

What do the screens show for `O=C(NC1CC2CCC(C1)N2CCc1ccccc1)c1c(F)c(F)c(F)c(F)c1F` (stereo not given)?
NPYLR7 ag: 2; hcGAS inh: -7; mcGAS inh: -5

Results for COCCCNC(=O)c1n[nH]c2c1CN(C(=O)Cc1cccc(Cl)c1)CC2 ?
hcGAS inh: -1; mcGAS inh: -3

Results for Cc1cc(C(=O)OCCN2CCN(C(=O)C3CCC3)CC2)c(C)o1 ?
NPYLR7 ag: 3; hcGAS inh: -1

How did COc1ccc(-c2cccc(NC(=O)Nc3ccccc3F)c2)nn1 do in these assays?
NPYLR7 ag: 2; hcGAS inh: -7; mcGAS inh: -8

What do the screens show for `C=c1ccccc1=C1NN=C(SC(C)c2nc3ccccc3c(=O)[nH]2)O1` (stereo not given)?
NPYLR7 ag: 2; hcGAS inh: -1

Results for Cc1nn(CC(=O)Nc2sc3c(c2C(N)=O)CCC(C(C)(C)C)C3)c(C)c1[N+](=O)[O-] (stereo not given) ?
NPYLR7 ag: 0; hcGAS inh: -6; mcGAS inh: -6

What do the screens show for `CC(C)C1N=C2c3ccccc3N=C(SCc3cc(=O)n4cc(Cl)ccc4n3)N2C1=O` (stereo not given)?
NPYLR7 ag: 8; hcGAS inh: -5

Results for C#CCOCC(O)CN(Cc1ccc(F)cc1)Cc1cccc(OC)c1OC (stereo not given) ?
NPYLR7 ag: -1; hcGAS inh: -3; mcGAS inh: -2

What do the screens show for `CC1(C(=O)Nc2nccs2)CCN1C(=O)c1ccccc1` (stereo not given)?
NPYLR7 ag: 14; hcGAS inh: -8; mcGAS inh: -4

Results for Cc1ccc(C(=O)Nc2nc(CN3CCCC(C)C3)cs2)cc1NC(=O)c1ccco1 (stereo not given) ?
NPYLR7 ag: 6; hcGAS inh: -6

What do the screens show for `CCCNC(=O)C1(C)CCCN(Cc2noc(-c3ccccc3)n2)C1` (stereo not given)?
NPYLR7 ag: 2; hcGAS inh: 2; mcGAS inh: -1

Results for C=CCNC(=O)COc1ccc(NC(=O)CC)cc1 ?
NPYLR7 ag: 3; hcGAS inh: -2; mcGAS inh: -9

How did O=C(COc1ccccc1)Nc1c(-c2ccc(F)c(F)c2)nc2ccccn12 do in these assays?
NPYLR7 ag: 2; hcGAS inh: 1; mcGAS inh: 0

Results for COC(=O)C(NC(=O)c1cnn2ccn(C)c12)c1cccc(C)c1 (stereo not given) ?
NPYLR7 ag: 10; hcGAS inh: -4

How did C=CCOC(=O)C1C(C)=Nc2nc(SCCC)[nH]c(=O)c2C1c1ccccc1C (stereo not given) do in these assays?
NPYLR7 ag: 16; hcGAS inh: -6; mcGAS inh: -6
